STAT1 act: activators of IFN-gamma induced STAT1 signaling. 2.6% of 200,000 active. NIH 3T3 STAT1-luciferase reporter, luminescence; 100% = IFN-gamma alone, no compound. activation (% of control), % at 5.5 µM. AID 932;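 active = activation above the screen-wide mean activation plus 3 SD, cut at about 130% in these data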;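 note: raw ratio to IFN-gamma control signal so 100% means no change and 0% no light; values of inactives mirror those of a sister screen read the other way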
Efa HMGR inh: inhibitors of class II HMG-CoA reductase from Enterococcus faecalis. purified E. faecalis HMGR, NADPH absorbance 340 nm kinetic. inhibition, % at 10 µM. 0.41% of 190,000 active. AID 1066;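 active = inhibition above a set limit, the median over all tested compounds plus 3 SD, cut at about 9.5% in these data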;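 note: enzyme runs in reverse so mevalonate oxidation gives rising NADPH absorbance; 0% = complete reaction with DMSO and 100% = background rate lacking mevalonate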
STAT3 blocker: reduces IL-6 driven STAT3 reporter signal | U3A cells, IL-6 STAT3-luciferase reporter, luminescence; host cell line lacks STAT1 | inhibition, % at 5.5 µM | 0.89% of 190,000 active;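 active = inhibition above the mean inhibition across all screened compounds plus 3 SD, cut at about 44% in these data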;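 note: 0% = DMSO only wells and 100% = 100 µM nifuroxazide control wells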
Hsp70 activator: Hsp70 transcriptional activation, primary screen; activation, % at 10 µM; HeLa Hsp70 promoter luciferase reporter, luminescence; scaled: vehicle 0, proteasome-inhibitor control 100%; 0.04% of 200,000 active; AID 1203;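 active = activation above the mean across all tested compounds plus 3 SD, cutoff set per campaign, cut at about 5.5% in these data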;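 note: 100% = MG132 at 30 µM as the positive control and 0% = DMSO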
APP 5'UTR act: APP 5'UTR luciferase reporter activation. AID 1276. SH-SY5Y APP 5'UTR luciferase reporter, luminescence; zero percent = DMSO vehicle wells. activation, % at 2 µM. 1% of 190,000 active;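 active = activation above a set limit, based on mean plus 3 SD of controls, cut at about 140% in these data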; note: values of inactives mirror those of a sister screen read the other way
DTT redox prof: compounds producing H2O2 with reducing agent – biochemical, NIH compound library profiling, artefact control for MLSCN library redox annotation, primary screen; DTT-dependent redox cycling H2O2, phenol red/HRP absorbance; 100% = 100 µM peroxide control, 0% = buffer; activation, % at 10 µM; 0.03% of 200,000 active;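 active = activation of at least 50% relative to the plate's high and low controls in the primary single-dose screen; inactive = activation below 50%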;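 note: compound incubated with DTT at 0.8 mM final as the reducing agent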
STAT3 activator: increases IL-6 driven STAT3 reporter signal. U3A cells, IL-6 STAT3-luciferase reporter, luminescence; 100% = signal with IL-6 EC80 alone. activation (% of control), % at 5.6 µM. 0.91% of 190,000 active;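 active = activation above the screen-wide mean of compound activation plus 3 SD, cut at about 130% in these data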;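 note: 0% = background luminescence of wells with medium and substrate only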
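system = STAT3-luciferase reporter U3A cells | reagent = IL-6 stimulus at 33 ng/mL final | timing = 1 h compound pre-exposure, 6 h IL-6 stimulation, 37 °C | measured by = luminescence | evaluation = % activation versus median of IL-6-stimulated wells | control set = IL-6-only wells as 100% reference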
NF-kB expr up: raises NF-kB expression in human neuronal cells; 1.6% of 190,000 active; NF-kB reporter expression; active compounds read high; AID 1239; fold change at 12.5 µM; in the data active = fold change above about 3.3
STAT1 inh: STAT1 signaling inhibition | AID 920 | NIH 3T3 STAT1-luciferase reporter, IFN-gamma, luminescence | inhibition, % at 5.5 µM | 0.35% of 200,000 active;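 active = inhibition above a set limit, the mean inhibition across all tested compounds plus 3 SD, cut at about 34% in these data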;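 note: 0% = IFN-gamma with DMSO and 100% = IFN-gamma with 300 µM nifuroxazide; values of inactives mirror those of a sister screen read the other way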
TLR4 MyD88 comp: TLR4-MyD88 interaction inhibition in cells | HeLa CL3-4 TLR4/MyD88 BLA complementation, FRET ratio | inhibition, % at 8.4 µM | 0.18% of 200,000 active; in the data active = inhibition above about 25%;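 note: 0% = vehicle and 100% = reference inhibitor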
Target sequence (O00206 whole entry, looked up): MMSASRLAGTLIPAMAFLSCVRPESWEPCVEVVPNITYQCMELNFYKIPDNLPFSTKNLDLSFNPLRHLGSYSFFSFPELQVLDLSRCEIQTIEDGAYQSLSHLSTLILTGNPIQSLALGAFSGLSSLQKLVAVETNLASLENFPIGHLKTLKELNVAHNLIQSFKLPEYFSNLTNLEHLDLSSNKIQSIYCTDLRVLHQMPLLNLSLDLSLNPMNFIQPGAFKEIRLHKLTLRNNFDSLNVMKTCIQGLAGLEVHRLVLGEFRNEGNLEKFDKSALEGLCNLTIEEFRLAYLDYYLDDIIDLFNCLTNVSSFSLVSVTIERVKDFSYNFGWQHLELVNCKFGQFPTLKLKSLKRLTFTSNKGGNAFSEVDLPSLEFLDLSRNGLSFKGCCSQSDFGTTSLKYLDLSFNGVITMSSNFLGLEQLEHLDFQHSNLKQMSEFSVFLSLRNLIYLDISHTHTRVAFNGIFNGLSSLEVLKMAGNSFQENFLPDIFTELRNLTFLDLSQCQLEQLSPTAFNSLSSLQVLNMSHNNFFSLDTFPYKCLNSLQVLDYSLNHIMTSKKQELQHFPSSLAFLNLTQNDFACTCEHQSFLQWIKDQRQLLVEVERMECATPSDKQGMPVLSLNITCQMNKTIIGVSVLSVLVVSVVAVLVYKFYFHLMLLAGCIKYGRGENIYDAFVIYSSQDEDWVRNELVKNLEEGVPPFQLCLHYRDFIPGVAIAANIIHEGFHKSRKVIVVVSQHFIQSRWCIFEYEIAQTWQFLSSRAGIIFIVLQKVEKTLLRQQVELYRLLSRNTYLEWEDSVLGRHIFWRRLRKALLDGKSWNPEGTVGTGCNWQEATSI
Target sequence (Q99836 whole entry, looked up): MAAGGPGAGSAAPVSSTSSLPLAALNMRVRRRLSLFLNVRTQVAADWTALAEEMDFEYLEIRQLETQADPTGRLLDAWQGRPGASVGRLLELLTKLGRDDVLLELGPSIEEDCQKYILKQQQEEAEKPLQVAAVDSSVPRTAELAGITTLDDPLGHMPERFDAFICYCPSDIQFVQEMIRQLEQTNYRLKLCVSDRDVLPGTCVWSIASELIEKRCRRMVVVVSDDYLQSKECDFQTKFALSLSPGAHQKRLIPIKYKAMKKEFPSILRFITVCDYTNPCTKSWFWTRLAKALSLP
An asterisk follows results filed as active; · = not tested or not shown. Outcome played no part in choosing rows; 5.6% or so of the library scored in one or more.

canonical_smiles,STAT1 act,Efa HMGR inh,STAT3 blocker,Hsp70 activator,APP 5'UTR act,DTT redox prof,STAT3 activator,NF-kB expr up,STAT1 inh,TLR4 MyD88 comp
COc1ccc(CNC(=O)C(c2ccco2)N(C(=O)CNS(=O)(=O)c2ccccc2)c2ccccc2C)cc1 (configuration not stated),102,-6,5,-0.4,7,-0.7,99,0.35,-2,-21
NNC(=O)/C(=N/Nc1ccccc1)S(=O)(=O)c1ccc(Cl)cc1,105,-3,-2,-0.6,-7,0.8,105,0.66,-6,-5
Cc1cc(NC(=O)CN2CCCCC2C)nc2c1c(=O)oc1ccccc12 (configuration not stated),109,1,·,-0.1,27,0.3,·,1.2,-11,-26
Cc1c(C(c2ccc(N(C)C)cc2)c2c(C)n(C)n(-c3ccccc3)c2=O)c(=O)n(-c2ccccc2)n1C,97,-2,6,-0.1,18,-0.1,106,1.3,2,11
O=[N+]([O-])C(=C1NCCN1)C(Cl)=C(Cl)Cl,98,-2,1,-0.2,10,-0.9,101,1.1,1,-9
CCNC(=S)N/N=C(\C)c1ccc2ccccc2c1,103,-2,34,0.0,-4,0.3,77,0.92,-5,10
O=C(NCC(=O)N1CCCCC1)c1ccc(Cl)cc1Cl,128,-5,-21,-0.2,·,0.1,116,1.9,-31,2
Cc1ccc(-c2csc(Nc3ccc(C(=O)O)cc3)[n+]2Cc2ccccc2)cc1,118,-1,6,-0.2,5,-0.1,104,1.3,-21,5
COC(=O)C1C(=O)NCC1c1ccc(OC)cc1 (configuration not stated),101,-2,5,-0.3,-8,0.2,102,0.94,-1,-4
N#CCSc1nc(-c2ccccc2)cs1,119,2,2,-0.1,19,0.2,101,1.6,-23,10
c1cnc2ccc(C(c3nnnn3C3CCCC3)N3CCN4CCCC4C3)cc2c1 (configuration not stated),102,-8,1,-0.1,12,0.0,100,0.95,-2,2
COC(=O)C(C)(C(=O)OC)c1ccccc1[N+](=O)[O-],97,-8,2,0.2,1,-1.0,99,1.4,4,4
O=C(CSc1nnnn1C1CCCCC1)N1CCc2ccccc21,95,2,-4,-0.2,8,0.7,109,0.88,5,0
CC1CN(c2ccccc2)NC1=O (configuration not stated),104,-1,3,0.1,0,-0.4,102,0.89,-5,-2
O=C(/C=C/c1ccc2c(c1)OCO2)Nc1ccc(Cl)cn1,132*,-1,31,0.2,162*,-0.7,77,3,-32,0
O=C(Nc1ccc(Cl)cc1)N1CCC(CO)(Cc2ccccc2)CC1,100,-3,4,-0.2,0,-1.2,99,1.2,-2,7

Ordered by number of heavy atoms (lowest first): 3 of the compounds above.
canonical_smiles,STAT1 act,Efa HMGR inh,STAT3 blocker,Hsp70 activator,APP 5'UTR act,DTT redox prof,STAT3 activator,NF-kB expr up,STAT1 inh,TLR4 MyD88 comp
N#CCSc1nc(-c2ccccc2)cs1,119,2,2,-0.1,19,0.2,101,1.6,-23,10
COC(=O)C(C)(C(=O)OC)c1ccccc1[N+](=O)[O-],97,-8,2,0.2,1,-1.0,99,1.4,4,4
c1cnc2ccc(C(c3nnnn3C3CCCC3)N3CCN4CCCC4C3)cc2c1 (configuration not stated),102,-8,1,-0.1,12,0.0,100,0.95,-2,2

Going on with the list:
canonical_smiles,STAT1 act,Efa HMGR inh,STAT3 blocker,Hsp70 activator,APP 5'UTR act,DTT redox prof,STAT3 activator,NF-kB expr up,STAT1 inh,TLR4 MyD88 comp
O=C(NCC(c1cccnc1)N1CCN(c2ccc(F)cc2)CC1)c1cccc(Cl)c1 (configuration not stated),100,1,13,-0.3,-17,-0.2,91,0.63,0,7
COc1ccc(/C(C)=C2/SC(=S)N(CCC(=O)O)C2=O)cc1,94,0,-1,-0.3,6,1.1,104,0.81,6,-18
O=C(Nn1c(-c2ccccc2)nc2ccccc2c1=O)c1ccc([N+](=O)[O-])cc1,95,-6,3,0.0,-23,-0.4,95,1,7,-1
O=c1cc(CSc2nnc(C3CC3)n2Cc2ccccc2)nc2sccn12,100,6,-2,-0.3,4,-0.9,103,0.9,-2,-2
CCOc1ccccc1C(=O)Nc1nn[nH]n1,98,1,0,-0.3,12,-0.1,104,1.1,0,-10
CCC1CCC(C(=O)NNC(=O)c2cc(-c3ccco3)[nH]n2)CC1 (configuration not stated),98,0,9,-0.1,-34,-0.7,94,1.1,0,-1
O=C(NCCc1ccccc1)c1ccc(CS(=O)(=O)Cc2ccccc2F)o1,98,1,2,0.0,10,0.1,102,1.2,2,1
O=C(O)CCCc1nc(-c2ccc(Cl)cc2)no1,95,-5,14,-0.5,-5,0.0,89,0.74,5,13
CC(=O)Oc1ccccc1N(C(C)=O)S(=O)(=O)c1ccc2ccccc2c1,95,0,7,-0.2,3,0.2,96,1.7,3,-7
Cc1ccc(C(c2sc3nc(C)nn3c2O)N2CCN(c3ccc(F)cc3)CC2)cc1 (configuration not stated),93,-2,-3,0.2,0,1.5,104,0.9,8,-5
O=C(NCc1ccc2c(c1)OCO2)c1ccc(CSCc2ccccc2Cl)o1,97,-2,-2,-0.4,-11,0.3,103,1.1,3,7
COc1ccccc1N1CCN(/N=C\c2sccc2C)CC1,112,-4,21,-0.2,21,-0.9,90,1.1,-14,10
COC(=O)[C@@H](NC(=O)Nc1ccc2c(c1)OCCO2)C(C)C,100,-2,3,-0.1,-4,-0.6,100,1.6,0,-1
Cn1c(N/N=C2\CCCc3ccccc32)nc2c1c(=O)n(Cc1ccccc1)c(=O)n2C,104,-10,-6,0.2,-3,0.6,104,0.71,-5,-12
Cc1nc(NCc2ccccc2)[nH]c(=O)c1CCC(C)C,101,1,2,-0.1,1,0.8,101,1.1,-2,12
O=S(=O)(NCc1cc(-c2ccc(Cl)cc2)no1)c1ccccc1,102,1,16,-0.2,-2,0.0,91,0.85,-2,-3
COc1cccc(-c2nc(CCl)cs2)c1OC,113,-3,19,0.0,-2,-0.6,90,1.9,-13,15
Cc1ccc(C)c(S(=O)(=O)NCCCn2ccnc2)c1,102,5,1,-0.3,·,0.0,100,1.1,-2,6
O=C(NN1c2ccccc2CCc2ccccc21)c1ccccc1Br,100,-2,3,-0.1,6,-3.4,104,1.1,0,-3
Cc1sc2ncnc(OCC(=O)NC(C)C)c2c1C,97,-4,-5,-0.2,-20,-3.3,107,1.2,3,13
Cc1ccnc2nc(C(=O)NCc3cccs3)nn12,90,5,8,0.0,-10,0.5,94,1.2,11,-17
Cc1ccc(N(NC(=O)C(O)(c2ccccc2)c2ccccc2)C(=O)CCl)cc1,100,-2,2,-0.4,-15,0.0,102,0.11,0,7
Cc1[nH]c2c(C)cccc2c1CCNC(=O)c1ccc2c(c1[N+](=O)[O-])C(=O)c1ccccc1C2=O,105,-6,21,0.1,-2,-3.2,85,0.98,-5,-15
Clc1ccc(-c2n[nH]c3c2CCC3)cc1Cl,105,0,11,-0.5,0,-4.2,93,1.4,-6,0
Cc1cccc(Cn2nc(C)c(NC(=O)c3ccc(F)cc3)c2C)c1,97,-1,11,-0.3,7,0.2,94,1,2,-5
CCN(CC)C(=O)c1sc(NC(=O)c2ccc(OC)c([N+](=O)[O-])c2)c(C#N)c1C,93,-8,14,-0.2,0,0.3,90,1.1,8,-6
CCOC(=O)c1cc2c(N)c(C(=O)c3cc(C#N)c(SC)nc3C)sc2nc1C,103,0,9,0.0,-11,4.2,97,0.91,-4,-3
C/C(=N\NC(=O)OC(C)(C)C)c1ccc[nH]1,130*,-2,-8,0.0,102,-2.0,106,2.8,-32,-6
O=C(O)c1ncn(Cc2ccccc2)c1C(=O)O,102,0,0,0.2,-17,1.4,104,1.2,-2,5
O=C(c1ccco1)N1CCN(S(=O)(=O)c2ccc([N+](=O)[O-])cc2)CC1,100,-4,-2,-0.2,-2,-1.4,104,1.1,-2,-2
COc1ccccc1-n1cnc2cc(NCc3cccs3)ccc21,113,-5,-18,0.0,-93,-2.0,116,3.3*,-14,-3
O=S(=O)(c1ccc(Cl)s1)N1CCc2ccccc2C1,101,-2,6,-0.6,2,-8.1,97,0.86,-1,0
CCCCCn1cnc2sc(CC)cc2c1=O,144*,-5,-6,-0.1,66,0.1,108,2.3,-49,5
Cc1no[n+]([O-])c1COc1ccccc1/C=N/n1nnnc1N,78,-1,0,-0.5,-8,-0.3,98,1.1,26,-15
CCn1c(C(=O)O)c(CC(=O)Nc2ccccc2F)c2ccccc21,102,-2,-2,-0.4,-13,-0.2,104,1.3,-2,-11
Cc1[nH][nH]c(=O)c1C(c1c(C)[nH][nH]c1=O)c1cn(C)c2ccccc12,101,·,10,-0.4,-23,-0.1,93,0.97,-3,9
Cn1c(-c2c(N)n(C3CCCC3)c3nc4ccccc4nc23)nc2ccccc21,101,3,22,-0.2,3,2.2,84,1.3,-1,68*
COc1cc(NC(=O)c2cccs2)c(C(=O)OCC(=O)NC(=O)NC(C)(C)C)cc1OC,104,-1,22,-0.2,-12,1.4,85,0.58,-4,7
CCCOC1CCCN(C(=O)CCc2nnc(Cc3cccc(C)c3)o2)C1 (configuration not stated),143*,5,-10,0.3,13,-1.1,113,2.1,-50,2
O=C(CCc1ccc(S(=O)(=O)NCc2ccccc2)cc1)NCc1ccco1,109,-1,-3,-0.3,-7,-0.1,104,1.3,-11,-8
Cc1ccc(C(=O)CC(C(=O)O)n2cnc([N+](=O)[O-])n2)cc1 (configuration not stated),89,-1,9,-0.1,2,-0.3,94,1.1,11,8
Cc1ccc(C(C(=O)NCc2ccc(F)cc2)N(CCCO)C(=O)C2COc3ccccc3O2)o1 (configuration not stated),100,0,-2,-0.2,-3,0.0,108,0.76,-1,17
O=C(NCCN1CCN(c2ccccc2)CC1)C1CCN(S(=O)(=O)c2cccs2)CC1,93,-4,27,-0.6,-1,1.7,80,0.99,7,6
Cc1ccc(C(=O)N/N=c2\sc3ccccc3n2C)cc1,98,-2,23,-0.1,18,0.4,82,1.2,3,7
Cn1c(=O)cc(OCCCC(=O)N2CCN(c3ccccn3)CC2)c2ccccc21,100,0,11,-0.3,19,-3.3,96,1.1,0,-2
Cc1nc(C)c(/C(O)=C/c2nc3ccccc3oc2=O)s1,86,-6,6,-0.2,1,-0.5,98,4.8*,16,-6
C/C(=N\Nc1nc(N2CCOCC2)nc(N2CCOCC2)n1)c1ccc([N+](=O)[O-])cc1,104,-6,8,-0.4,1,-0.9,98,0.72,-7,12
CC(=O)c1ccc(-c2ccc(C(=O)N3CCCc4ccccc43)o2)cc1,125,3,11,-0.2,31,-0.9,94,1.3,-24,-10
Cc1ccc(/C=N/NC(=O)C2(C)CC2(Br)Br)cc1 (configuration not stated),112,-1,-2,-0.3,12,-0.3,108,1.4,-15,2
Cc1sc(NC(=S)NC(=O)C2CCCCC2)c(C(N)=O)c1C,116,4,-5,-0.4,36,0.3,106,0.97,-18,2
CCOc1cccc(N2C(=O)CC(N3CCN(c4ccc(S(=O)(=O)CC)cc4)CC3)C2=O)c1 (configuration not stated),104,-2,-2,-0.6,-7,0.0,103,0.96,-1,-17
C=CCN1C(=O)CSC1=Nc1cccc(O)c1,90,-3,5,-0.5,-20,-0.8,99,1.4,6,11
COC(=O)C1CCN(Cc2cn(Cc3ccccc3)nc2-c2cc3ccccc3o2)CC1,98,2,2,-0.3,-12,-0.5,101,1,0,17

From PubChem BioAssay
